Screening data (PubChem BioAssay)
AmpC inh detg: AmpC beta-lactamase inhibition with detergent present; AmpC hydrolysis of nitrocefin, absorbance 480 nm, 0.01% Triton; Potency, µM (doses to about 114 µM), for the others: top-dose activity change, negative = inhibition, usual class: inhibitors; actives 0.041% (n = 370,000); AID 485294;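 also: potency is read from the fitted curve at half-maximal effect; 0% = no-compound wells and -100% = no-enzyme wells; nearly all actives have a fitted effect of over 25% in size; some results filed as inactive show a strong effect at the top dose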
Target sequence (P00811 whole entry, looked up): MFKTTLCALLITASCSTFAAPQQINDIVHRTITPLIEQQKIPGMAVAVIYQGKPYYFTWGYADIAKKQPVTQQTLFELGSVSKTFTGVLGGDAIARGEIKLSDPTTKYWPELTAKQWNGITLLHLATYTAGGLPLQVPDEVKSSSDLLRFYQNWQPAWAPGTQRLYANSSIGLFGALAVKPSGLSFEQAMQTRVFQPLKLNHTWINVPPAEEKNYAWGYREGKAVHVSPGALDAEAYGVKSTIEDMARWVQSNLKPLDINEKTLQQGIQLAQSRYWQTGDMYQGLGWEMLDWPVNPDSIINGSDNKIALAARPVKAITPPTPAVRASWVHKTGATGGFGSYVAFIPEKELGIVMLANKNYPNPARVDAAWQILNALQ
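AmpC (5.3 nM in the dispensed reagent) in 20 mM phosphate pH 7.0 with 0.01% (detergent screen) or 0.0001% Triton X-100 was preincubated with compounds for 15 min at room temperature. Nitrocefin was then added from an 800 uM solution, and hydrolysis was followed at 480 nm.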
Shiga toxin inh: blocks Shiga toxin action in Vero cells. actives 9.2% (n = 290,000). Vero cells, Shiga toxin protein synthesis inhibition reporter. inhibition, % at 38.7 µM; in the data active = inhibition mostly above about 28%, no sharp cut-off; inactive = mostly below about 43%; also: 0% is about no effect
Cycloheximide cs: counter-screen hit for Shiga toxin inhibitors, cycloheximide | cell reporter, cycloheximide protein synthesis inhibition counterscreen | max response, % | actives 12% (n = 300,000); in the data active = max response mostly above about 13%, no sharp cut-off; inactive = mostly below about 14%; also: read at 38.3 µM for the half of the compounds with a filed dose; 0% is about no effect
AmpC inh no detg: blocks E. coli AmpC beta-lactamase in detergent-free assay | P00811 | Potency, µM (top dose mostly 57.1 µM), for inactives: at the highest dose activity change, negative = inhibition, usual class: inhibitors | AmpC nitrocefin hydrolysis, absorbance 480 nm, 0.0001% Triton | actives 0.52% (n = 330,000);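 also: potency is read from the fitted curve at half-maximal effect; plate controls were no compound for no effect and no enzyme for full effect; nearly all actives have a fitted effect of over 20% in size; some results filed as inactive show a strong effect at the top dose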
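20 mM phosphate pH 7.0 + 0.01% (detergent screen) or 0.0001% Triton X-100; 5.3 nM AmpC reagent; cpd preinc 15 min RT; nitrocefin (800 uM stock) to start; A480 q20 s × 4 min; Activity was normalised to no-enzyme and no-compound control wells.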
AMA1-RON2 inh: disrupts binding of P. falciparum AMA1 to RON2; AlphaScreen AMA1-biotinylated RON2 peptide binding; Potency, µM (doses to about 58.2 µM), for the others: top-dose activity change, negative = inhibition, usual class: inhibitors; actives 0.2% (n = 360,000); AID 720542;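 also: potency is read from the fitted curve at half-maximal effect; 0% = vehicle wells and -100% = peptide control; nearly all actives have a fitted effect of over 45% in size; some results filed as inactive show a strong effect at the top dose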
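AMA1 (3D7) with his tag at 25 nM final met compounds first, then biotinylated RON2 peptide at 25 nM; detection used donor plus acceptor beads, 10 µg/mL apiece, read by AlphaScreen after 30 min at room temperature.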
HCMV antiviral: human cytomegalovirus inhibition; HFF cells, HCMV-luciferase reporter, 72 h; active compounds read low; activity change, negative = inhibition, % at 57.5 µM; actives 4.5% (n = 410,000); AID 1259415; in the data active = activity change below about -60%; inconclusive = no clear call, values can overlap the other calls; inactive = above about -39%; also: % is scaled to controls: 0 for no effect and ±100 for the full control effect
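Luciferase read-out from HCMV-luciferase-infected HFFs (MOI 1 PFU/cell) 72 h post infection at 37C; compounds added after 16 h cell attachment; activity normalized between buffer-only basal and Salinomycin (10uM) inhibitor controls.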
Giardia FBPA inh: Giardia lamblia aldolase inhibition; A8B2U2; purified Giardia FBPA; Potency, µM (titrated, usually from 59.6 µM), for the others: at the highest dose activity, negative = inhibition, usual class: inhibitors; actives 0.71% (n = 290,000); AID 2451; also: potency is read from the fitted curve at half-maximal effect; % is scaled to controls: 0 for no effect and ±100 for the full control effect; nearly all actives have a fitted effect of over 55% in size
Target sequence (A8B2U2 whole entry, looked up): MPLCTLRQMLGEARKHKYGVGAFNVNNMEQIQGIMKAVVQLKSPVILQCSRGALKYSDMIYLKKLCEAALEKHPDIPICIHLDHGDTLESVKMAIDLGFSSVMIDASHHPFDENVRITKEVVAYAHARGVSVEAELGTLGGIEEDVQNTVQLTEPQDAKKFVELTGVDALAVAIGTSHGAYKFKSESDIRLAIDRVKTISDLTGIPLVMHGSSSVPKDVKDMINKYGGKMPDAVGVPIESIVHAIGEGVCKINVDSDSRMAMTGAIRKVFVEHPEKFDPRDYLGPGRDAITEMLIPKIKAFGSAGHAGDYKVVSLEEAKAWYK
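Giardia FBPA (40 nM reagent) was preincubated 10 min at RT with compound (up to 57.5 uM final), then substrate plus GAPDH/TPI/NAD/arsenate coupling system with diaphorase/resazurin was added; resorufin fluorescence (525/598 nm) was read after 20 min.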
Active calls of the source: *; ? = inconclusive; · = not tested or not shown; [ ] = dose if it differs, or a comment. Unless noted, calls follow the shape of the dose curve; as a rule, active = well fitted curve in the direction sought with a large enough effect; inconclusive = small, poorly fitted or top-dose-only effect, or another doubt; inactive = no such curve, though single readings can be large; an effect the other way counts as inactive or inconclusive.

molecule	AmpC inh detg	Shiga toxin inh	Cycloheximide cs	AmpC inh no detg	AMA1-RON2 inh	HCMV antiviral	Giardia FBPA inh
Cc1ccc(N2CC(C(=O)OCC(=O)c3ccc(F)cc3)CC2=O)cc1 (stereo unspecified)	?	-7	-2	1%	-4%	54	5%
c1ccc(-c2n[nH]nc2-c2ccccc2)cc1	0%	-9	0	-19%	-2%	-29	-10%
CCc1ccccc1NC(=O)CSc1n[nH]c(C)c1[N+](=O)[O-]	?	-12	4	-12%	-11%	47	7%
O=C(O)c1nn(CCSc2ccccc2F)c(=O)c2ccccc12	1%	52	23*	-39%	-14%	0	-9%
CC(C(=O)O)N1C(=O)/C(=C/C=C/c2ccco2)SC1=S (stereo unspecified)	?	-9	-4	-37%	?	7	·
Cc1cc(C)c(NC(=O)COC(=O)C2CCCO2)c(C)c1 (stereo unspecified)	·	·	·	-29%	-4%	-32	·
CC(C)(C)NCC(O)COc1cccc2c1CCC(=O)N2 (stereo unspecified)	-6%	·	·	-30%	-4%	16	·
Cc1ccc(S(=O)(=O)N2[C@@H](c3ccc(Cl)cc3)C(C(=O)O)=C[C@H]2C(C)(C)C)cc1	·	·	·	-15%	-7%	12	·
O=C1Cc2ccccc2C(c2ccccc2)N1 (stereo unspecified)	-6%	16	10	-15%	-3%	-19	-22%
COc1ccc(S(=O)(=O)N2CCOCC2)cc1NC(=O)c1cccc(Cl)c1	4%	-8	-7	-18%	11%	-30	3%
Cc1ccc(N2C(=O)NC(=O)C3(Cc4ccccc4N4CCN(c5ccccc5)CC43)C2=O)cc1 (stereo unspecified)	-12%	32	8	-24%	0%	25	-11%
Nc1cc(=O)[nH]c(SCc2nnnn2-c2ccc(Cl)cc2)n1	-4%	-1	2	-28%	17%	-9	4%
COc1cc(/C=N/NC(=O)c2ccncc2)cc2c1OCO2	-11%	-3	4	-10%	8%	25	-4%
CCOc1ccc(C(=O)Nc2ccc3c(c2)OCO3)cc1OCC	-5%	12	0	-16%	-30%	43	-3%
CCn1c(NCc2ccccc2NS(=O)(=O)c2ccc(C)cc2)nc2ccccc21	4%	-5	16	-22%	-5%	35	4%
Cn1c(O)c(N=NC(=O)CNC(=O)c2cccnc2)c2ccccc21	1%	-1	-3	-26%	-18%	-5	·
CCOC(=O)N1CCN(CC(O)COc2c(C)cc(C)cc2C)CC1 (stereo unspecified)	2%	2	-6	79%[activator]	2%	39	-14%
Cc1sc2nc(SCC(=O)Nc3cccc(S(N)(=O)=O)c3)[nH]c(=O)c2c1C	·	·	·	-56%	-9%[11.6 µM]	42	·
COc1cccc(-c2cc(C(=O)N3CC4(C)CC3CC(C)(C)C4)no2)c1 (stereo unspecified)	-3%	-8	-3	50%	-2%	33	4%
C=CCNc1nc(-c2cc3ccccc3o2)cs1	-8%	36	40*	-25%	-23%	-7	-1%
Cc1cc(=O)[nH]c(SC(C(=O)O)c2ccccc2)n1 (stereo unspecified)	-7%	-16	-3	-18%	6%	-2	-22%
COc1ccc(N/C=C/C(=O)c2sc(-c3ccccc3)nc2C)cc1	-7%	-7	2	-10%	-20%	-61*	-1%
COc1ccc2cc3cc(C(=O)Nc4ccc5c(c4)OCO5)oc3nc2c1	2%	-4	9	-20%	-16%	-31	3%
CCCn1nnnc1NCc1ccc(N(CC)CC)cc1	-2%	-2	-2	-14%	0%	-22	-2%
CC(C)(C)c1cc(C(=O)N/N=C/c2ccc(O)cc2)n(-c2ccccc2)n1	-7%	-6	-2	-23%	-2%	-10	0%
COc1ccc(NC(=O)c2ccccc2-c2ccc(C(F)(F)F)cc2)cc1S(=O)(=O)N1CCOCC1	-13%	-2	-4	164%[activator]	2%	-67*	1%
O=C(CSc1nnnn1-c1ccccc1)Nc1ccc(Cl)cn1	-12%	-9	-3	-20%	-5%	-6	1%
Cc1ccc(C(C(=O)NC2CCCCC2)N(Cc2cccnc2)C(=O)c2csnn2)cc1 (stereo unspecified)	5%	2	-7	3%	1%	84	-1%
O=C1c2ccccc2C(=O)N1OS(=O)(=O)c1ccccc1	45µM*	-10	-3	-22%	·	·	9%
CCOC(=O)c1sc(SCC(=O)Nc2ccc(N(C)C)cc2)nc1N	-6%	-14	3	81%	-23%	-30	4%
COc1ccc(C2=NN(C(=O)CSc3ncccn3)C(c3cccc(OC)c3OC)C2)cc1 (stereo unspecified)	5%	7	-1	44%	46%[activator]	6	-5%
COc1ccc(C(=O)Oc2cc(N)n(S(=O)(=O)c3ccccc3)n2)cc1	-5%	-6	1	-36%	13%	-37	4%
O=C(Cn1cnc2c(oc3ccccc32)c1=O)N1CCCc2ccccc21	2%	51	20	31%	-6%	96	8%
CCS(=O)(=O)Nc1cccc(C2=NN(S(=O)(=O)c3ccc(C)cc3)C(c3ccco3)C2)c1 (stereo unspecified)	-3%	17	4	-21%	-2%	-30	-18%
CCOC(=O)C1(C)/C(=N/Nc2ccccc2Cl)C(=O)C(=O)N1c1ccccc1 (stereo unspecified)	2%	-19	-1	-26%	-11%	31	-16%
O=C(CCCCCn1c(=S)[nH]c2ccc(N3CCOCC3)cc2c1=O)NC1CCN(Cc2ccccc2)CC1	?	8	-3	22%	58%[activator]	?	-10%
Cc1cc(C)nc(NS(=O)(=O)c2ccc(NC(=O)c3ccc4c(c3)OCCO4)cc2)n1	-6%	-4	1	-8%[2.29 µM]	33%[activator]	-12	1%
COc1ccc(SC[C@H](CC(C)C)N2CCN(C)CCC2=O)cc1	3%	75*	17*	53%	-1%	50	0%
Cc1cccc(NC(=O)c2cccc(Cn3cc(Br)c([N+](=O)[O-])n3)c2)c1C	-9%	8	-3	-27%	6%	-20	10%
CC1C=CCC2C(=O)N(c3ccccc3OC(=O)c3ccco3)C(=O)C12 (stereo unspecified)	-2%	-35	-2	0%	0%	-5	3%
COc1ccc(C(=O)NCCS(=O)(=O)NCCc2ccccc2)cc1	-4%	·	·	2%	-3%	50	·
O=C(CCCc1c[nH]c2ccccc12)NCC1COc2ccccc2O1 (stereo unspecified)	3%	-15	7	-13%	-16%	33	-11%
C=CCn1c(COc2cccc3ccc(C)nc23)nnc1SCC(N)=O	1%	-15	-2	-2%	12%	23	-24%
Cn1cccc1CC(=O)N/N=C/c1ccco1	5%	-4	-1	-15%	1%	23	-21%
COc1ccc(/C=N/NC(=O)c2cccnc2)cc1O	?	·	19*	-18%	16%	4	0%
CC(=O)Nc1ccc(NC(=O)C(C)OC(=O)CCC2CCCC2)cc1 (stereo unspecified)	?	·	·	?	-1%	-37	·
COc1cc2c(cc1OC)CN(c1ccc3ccccc3n1)CC2	-8%	88*	42*	36%	-21%	-5	-30%
CCOC(=O)CSc1nc(NC#N)nc(N(CC)CC)n1	-5%	5	-4	-39%	0%	1	-10%
Cn1c(SCC(=O)N2c3ccccc3CCc3ccccc32)nnc1-c1cc2ccccc2cc1O	-6%	-5	-2	-25%	14%	-65*	8%
CCOC(=O)c1c(C)nn(-c2ncccc2NC(=O)NC(C)C)c1C	-5%	-3	-2	-16%	-1%	0	5%
C[C@@H]1CC=C[C@H]2[C@H]1C(=O)N(Cc1ccccc1)[C@H]2c1ccc(-c2cc3ccccc3s2)cc1F	-5%	19	14	-17%	5%	37	0%
O=C(c1ccco1)C(O)c1ccco1 (stereo unspecified)	-6%	3	0	-20%	-8%	-62*	-4%
CCOc1ccc(C(=O)NCCn2cc(SCC(=O)Nc3cc(C)on3)c3ccccc32)cc1	-5%	18	15*	-19%	-4%	23	2%

Full records from above.
`Nc1cc(=O)[nH]c(SCc2nnnn2-c2ccc(Cl)cc2)n1` as listed: AmpC inh detg = -4%; Shiga toxin inh = -1; Cycloheximide cs = 2; AmpC inh no detg = -28%; AMA1-RON2 inh = 17%; HCMV antiviral = -9; Giardia FBPA inh = 4%
`O=C1c2ccccc2C(=O)N1OS(=O)(=O)c1ccccc1` as listed: AmpC inh detg = 45µM*; Shiga toxin inh = -10; Cycloheximide cs = -3; AmpC inh no detg = -22%; AMA1-RON2 inh = ·; HCMV antiviral = ·; Giardia FBPA inh = 9%
`CCOC(=O)CSc1nc(NC#N)nc(N(CC)CC)n1` as listed: AmpC inh detg = -5%; Shiga toxin inh = 5; Cycloheximide cs = -4; AmpC inh no detg = -39%; AMA1-RON2 inh = 0%; HCMV antiviral = 1; Giardia FBPA inh = -10%

3 entries drawn at random from those above:
molecule	AmpC inh detg	Shiga toxin inh	Cycloheximide cs	AmpC inh no detg	AMA1-RON2 inh	HCMV antiviral	Giardia FBPA inh
Cn1c(SCC(=O)N2c3ccccc3CCc3ccccc32)nnc1-c1cc2ccccc2cc1O	-6%	-5	-2	-25%	14%	-65*	8%
CCOc1ccc(C(=O)NCCn2cc(SCC(=O)Nc3cc(C)on3)c3ccccc32)cc1	-5%	18	15*	-19%	-4%	23	2%
O=C(c1ccco1)C(O)c1ccco1 (stereo unspecified)	-6%	3	0	-20%	-8%	-62*	-4%
